Assay outcomes deposited in PubChem BioAssay by several laboratories.
PP5 primary: PP5 phosphatase inhibitors, primary screen, biochemical, fluorescence; Serine/threonine-protein phosphatase 5 (Homo sapiens), P53041; purified PP5c, OMFP substrate fluorescence; inhibition, % at 6.7 µM; hit rate 0.18% among 320,000;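 active means inhibition above the campaign's mean inhibition across all tested compounds plus 3 SD, cut at about 9.5% in these data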;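 further: 0% = DMSO only and 100% = 100 µM cantharidin control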
GASC-1 inh: inhibitors of GASC-1 histone demethylase, primary screen, biochemical, fluorescence, DELFIA europium; GST-JMJD2C(1-420) H3K9me3 demethylation; hit rate 0.069% among 330,000; inhibition, % at 2.35 µM;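 active means more than half of a compound's replicate wells show inhibition beyond 50%, single wells judged on their own value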;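 further: signal counts dimethyl H3K9 product captured on neutravidin plate; 0% = median of DMSO wells and 100% = 0.3 times that DMSO median; strong numbers were not always called active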
Target sequence (Q9H3R0 1-420 limits assumed): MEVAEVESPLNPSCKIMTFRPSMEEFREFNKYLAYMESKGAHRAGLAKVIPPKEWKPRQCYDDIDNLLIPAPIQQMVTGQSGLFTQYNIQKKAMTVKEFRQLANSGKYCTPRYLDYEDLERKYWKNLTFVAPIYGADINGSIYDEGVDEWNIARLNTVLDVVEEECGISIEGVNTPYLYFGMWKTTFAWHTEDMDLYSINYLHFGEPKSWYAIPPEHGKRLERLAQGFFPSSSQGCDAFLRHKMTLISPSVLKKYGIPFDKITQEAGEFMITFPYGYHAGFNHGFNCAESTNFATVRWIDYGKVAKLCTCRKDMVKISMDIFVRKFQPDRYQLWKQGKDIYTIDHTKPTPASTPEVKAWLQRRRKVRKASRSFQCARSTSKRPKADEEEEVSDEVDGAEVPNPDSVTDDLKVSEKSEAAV
PP1 inh: PP1-alpha phosphatase inhibitors, primary screen, counter-screen for PP5 inhibitor project, biochemical, fluorescence, OMFP substrate, single point; Serine/threonine-protein phosphatase PP1-alpha catalytic subunit (Homo sapiens), P62136; purified PP1alpha; inhibition, % at 6.7 µM; hit rate 0.9% among 320,000; AID 2235, 2010;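 active means inhibition above the mean inhibition of all tested compounds plus 3 SD, computed separately for each screening campaign, cut at about 15% in these data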
Target sequence (P62136 whole entry, looked up): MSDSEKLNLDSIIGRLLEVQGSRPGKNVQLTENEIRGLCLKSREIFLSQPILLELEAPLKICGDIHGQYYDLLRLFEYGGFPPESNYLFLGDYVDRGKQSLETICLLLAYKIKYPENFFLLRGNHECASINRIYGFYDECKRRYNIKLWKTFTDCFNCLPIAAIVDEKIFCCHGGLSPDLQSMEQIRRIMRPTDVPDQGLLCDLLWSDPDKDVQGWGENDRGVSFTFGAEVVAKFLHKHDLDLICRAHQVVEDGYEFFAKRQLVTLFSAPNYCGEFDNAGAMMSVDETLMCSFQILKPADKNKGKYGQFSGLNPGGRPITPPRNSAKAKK
core dimer inh: inhibitors of HCV core protein dimerization, primary screen, biochemical, TR-FRET, high-throughput; hit rate 0.33% among 300,000; TR-FRET GST/Flag-core106 dimerization, 1536-well; AID 1899, 2009; inhibition, % at 5 µM;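 active means inhibition above the mean of all tested compounds plus 3 SD, set per screening campaign, cut at about 45% in these data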
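Material: GST/Flag-tagged HCV core106 proteins. Incubation: 4 h, 22.5 °C incubation. Read-out basis: inhibition (%) from 671 over 617 nm ratio. Measured by: TR-FRET, excitation 340 nm, emission 617 and 671 nm.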
procasp7 counter: procaspase-7 activators, primary screen, counter-screen for procaspase-3 activator project, biochemical, absorbance, HTS, human; recombinant procaspase-7, Ac-DEVD-pNA absorbance 405 nm; D23A/D198A/D206A triple mutant, cannot self-cleave; scale: DMSO 0, 5 µM enzyme 100; activation, % at 8.5 µM; hit rate 0.093% among 330,000; AID 463210, 2010;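 active means percent activation above the screen-wide mean plus 3 SD, cut at about 25% in these data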
Target sequence (P55210 whole entry D23A/D198A/D206A): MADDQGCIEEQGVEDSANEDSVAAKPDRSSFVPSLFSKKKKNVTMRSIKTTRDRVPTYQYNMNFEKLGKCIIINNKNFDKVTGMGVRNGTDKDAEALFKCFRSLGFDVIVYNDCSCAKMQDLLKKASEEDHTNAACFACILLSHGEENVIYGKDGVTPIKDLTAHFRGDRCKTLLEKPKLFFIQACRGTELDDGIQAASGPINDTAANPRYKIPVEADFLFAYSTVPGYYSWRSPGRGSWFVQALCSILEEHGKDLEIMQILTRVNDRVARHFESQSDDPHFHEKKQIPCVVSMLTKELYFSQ
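Assay system: Uncleavable procaspase-7 mutant enzyme / Input: 2 µM procaspase-7 mutant as dispensed / Dosing: single nominal 8.5 µM compound dose, 0.8% DMSO final / Timing: 1 h enzyme–compound preincubation and 2 h substrate reaction, both 25 °C / Detection: p-Nitroaniline absorbance at 405 nm, read at 0 and 120 min / Replication: singlicate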
TPT1 inhibitor: Candida albicans TPT1 enzyme inhibitors, primary screen, biochemical, fluorescence polarization; tRNA 2'-phosphotransferase TPT1 (Candida albicans SC5314); recombinant caTPT1, FP RNA substrate dephosphorylation; inhibition, % at 5 µM; hit rate 0.81% among 300,000; AID 1962, 2009;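 active means inhibition above the mean of all tested compounds plus 3 SD, set per screening campaign, cut at about 24% in these data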;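 further: plate controls were DMSO alone for no effect and ferristatin control at 100 nM for full effect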
Fh CTSL1 inh: Fasciola hepatica cathepsin L1 inhibitors, primary screen, counter-screen for PFM18AAP inhibitor project, biochemical, QFRET, fluorogenic peptide substrate. AID 1906, 2009. inhibition, % at 5.96 µM. recombinant F. hepatica cathepsin L1, Z-Leu-Arg-MCA fluorescence. hit rate 0.49% among 300,000;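 active means inhibition above the mean of all tested compounds plus 3 SD, set per screening campaign, cut at about 17% in these data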;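 further: 0% = plate median of test compound wells and 100% = 1 µM Z-Phe-Ala-diazomethylketone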
procasp3 activ: activators of human procaspase-3 D3A mutant, primary screen, biochemical, absorbance, PC-3 D3A mutant, single concentration. Caspase-3 (Homo sapiens), P42574. recombinant procaspase-3 D3A, Ac-DEVD-pNA absorbance 405 nm. activation, % at 8.5 µM. hit rate 0.11% among 330,000;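 active means activation above the mean of all tested compounds plus 3 SD, cut at about 21% in these data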;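 further: 0% = DMSO alone and 100% = DMSO wells spiked with extra 5 µM PC-3 D3A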
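Technique: 405 nm absorbance of p-nitroaniline, reads at 0 and 120 min; Test system: Procaspase-3 D3A mutant; Incubation: 1 h enzyme-compound preincubation, then 2 h substrate reaction, 25 °C; Repeats: singlicate, each compound tested once; Benchmarks: low control DMSO wells, high control DMSO plus 5 µM PC-3 D3A.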
Efflux pump inh: inhibitors of Candida efflux pumps in yeast, primary screen, S. cerevisiae, Nile Red, multiplex; S. cerevisiae Candida pump triplex; inhibition, % at 10 µM; hit rate 0.44% among 330,000; AID 485275, 2010;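 active means plate passing quality check with inhibition over a set limit, or well fluorescence over plate mean plus 4 SD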;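 further: Nile Red retained in pooled yeast measured as flow cytometry median fluorescence; 0% = buffer negative control and 100% = Enniatin B positive control; higher means more Nile Red kept so more efflux inhibition; some compounds called inactive have numbers as strong as hits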
Numbers without * were called inactive; i = inactive; . = not tested or not shown.

SMILES | PP5 primary | GASC-1 inh | PP1 inh | core dimer inh | procasp7 counter | TPT1 inhibitor | Fh CTSL1 inh | procasp3 activ | Efflux pump inh
O=S(=O)(c1cccc(NC(=S)N2CCN(c3ccc(F)cc3)CC2)c1)C(F)F | 4.3 | -4 | 2 | 0 | -4 | 0 | 1 | -9 | 0.1
[N-]=[N+]=NC[C@H](Cc1ccccc1)N1CCN(Cc2ccccc2)CCC1=O | 0.2 | 1 | 1 | -14 | -3 | -4 | -2 | -8 | -0.1
c1cncc(CSc2nnc3ccc(-c4ccncc4)nn23)c1 | 0.3 | 0 | -3 | 1 | 10 | 2 | 0 | 3 | -0.1
O=C1c2ccccc2S(=O)(=O)N1CC(O)COc1ccc(Br)cc1 (stereo unspecified) | 3.2 | 1 | -2 | -2 | 5 | 0 | 0 | -6 | -0.2
N#Cc1ccc(CSCC(=O)O)cc1 | -0.4 | 2 | -1 | 4 | 10 | -1 | 2 | 7 | -0.1
CCOC(=O)c1c(NC(=O)C2C3C=CC(CC3)C2C(=O)O)sc(C)c1CC (stereo unspecified) | -3.6 | 0 | -1 | 10 | -7 | -6 | 3 | -2 | 0.0
O=C(Nc1ccc2ccccc2c1)/C(=C\c1ccc2c(c1)OCO2)NC(=O)c1ccco1 | -0.2 | -5 | 2 | 14 | 6 | 3 | -2 | 1 | -0.3
Cc1ccc(NC(=O)CN2C(=O)C3CCCCN3C(=O)c3ccccc32)cc1 (stereo unspecified) | 0.1 | -12 | -3 | -2 | 0 | -1 | -2 | 0 | 0.0
CC(=O)c1ccc(NC(=O)C2CCN(S(=O)(=O)c3cccc4cccnc34)CC2)cc1 | 3.5 | 6 | -6 | -2 | 1 | 1 | -4 | 0 | -0.1
CC(C)Cn1c(-c2ccc(Br)cc2)c[nH]c1=S | 1.8 | 4 | 3 | 9 | -22 | 3 | -1 | -21 | 0.1
COC(=O)c1ccccc1NC(=O)CN(C1CCCCC1)S(C)(=O)=O | -3.2 | 2 | -5 | 2 | 0 | 0 | -3 | 2 | 0.0
CCOc1ccccc1N1Cc2ccccc2C1 | 2.9 | 6 | 11 | 54* | 5 | 8 | -2 | 5 | 0.1
CCOC(=O)c1c(NC(=S)Nc2ccccc2)sc2c1CCN(C)C2 | 2.8 | 7 | -1 | -6 | -37 | 54* | -2 | -31 | 0.0
COc1ccc(NC(=O)c2ccc(COc3ccc(C)cc3)o2)cc1 | 0.8 | -8 | 1 | 4 | 5 | -1 | -4 | -1 | 0.0
O=C(Nc1ccc(NC(=O)c2ccc3c(c2)OCO3)cc1)c1cccc(Cl)c1 | 3.3 | -13 | 1 | . | 1 | . | . | 0 | 0.5
O=C(COC(=O)c1ccccn1)Nc1ccccc1Cl | -2.6 | -6 | -5 | -2 | 1 | 1 | -2 | -3 | -0.1
COc1ccc(C(=O)Nc2ccccc2C(=O)NCc2ccco2)cc1 | 3.2 | -2 | 0 | -2 | -12 | 1 | 3 | 2 | 0.1
O=C(Nc1ccc(S(=O)(=O)NC2=NCCCCC2)cc1)c1ccc(Cl)c([N+](=O)[O-])c1 | . | 4 | . | . | 9 | . | . | -9 | 0.1
CN(C(=O)Cc1c(C(=O)O)n(C)c2ccccc12)c1ccc(Cl)cc1 | 0.6 | -25 | 0 | 4 | 0 | 20 | -3 | 7 | 0.0
O=C(NCC(=O)N1CCCCCCC1)c1cccc([N+](=O)[O-])c1 | 2.5 | -2 | -4 | . | -12 | . | . | 3 | 0.1
CC(C)n1c(O)c(N=Nc2ccc(Cl)nn2)c2ccccc21 | 0.4 | -4 | 2 | 4 | -2 | 4 | 2 | -1 | 0.0
Nc1nc(Cl)cc(Sc2ccc3ccccc3c2)n1 | -0.3 | 0 | 1 | 6 | -4 | -3 | 2 | 2 | 0.0
O=C(O)C1(c2cccc(Cl)c2)CCC1 | 1.5 | 27 | -2 | 1 | 2 | -5 | -1 | 8 | 0.2
CC(Sc1nnc(-c2ccncc2)n1-c1ccc(F)cc1)C(=O)NC1CC1 (stereo unspecified) | 2.3 | -2 | -3 | . | -2 | . | . | 6 | 0.4

Seven entries already listed, ordered by SMILES length, lowest first.
SMILES | PP5 primary | GASC-1 inh | PP1 inh | core dimer inh | procasp7 counter | TPT1 inhibitor | Fh CTSL1 inh | procasp3 activ | Efflux pump inh
Nc1nc(Cl)cc(Sc2ccc3ccccc3c2)n1 | -0.3 | 0 | 1 | 6 | -4 | -3 | 2 | 2 | 0.0
c1cncc(CSc2nnc3ccc(-c4ccncc4)nn23)c1 | 0.3 | 0 | -3 | 1 | 10 | 2 | 0 | 3 | -0.1
CC(C)n1c(O)c(N=Nc2ccc(Cl)nn2)c2ccccc21 | 0.4 | -4 | 2 | 4 | -2 | 4 | 2 | -1 | 0.0
CCOC(=O)c1c(NC(=O)C2C3C=CC(CC3)C2C(=O)O)sc(C)c1CC (stereo unspecified) | -3.6 | 0 | -1 | 10 | -7 | -6 | 3 | -2 | 0.0
O=S(=O)(c1cccc(NC(=S)N2CCN(c3ccc(F)cc3)CC2)c1)C(F)F | 4.3 | -4 | 2 | 0 | -4 | 0 | 1 | -9 | 0.1
O=C(Nc1ccc2ccccc2c1)/C(=C\c1ccc2c(c1)OCO2)NC(=O)c1ccco1 | -0.2 | -5 | 2 | 14 | 6 | 3 | -2 | 1 | -0.3
O=C(Nc1ccc(S(=O)(=O)NC2=NCCCCC2)cc1)c1ccc(Cl)c([N+](=O)[O-])c1 | . | 4 | . | . | 9 | . | . | -9 | 0.1

More structures follow:
SMILES | PP5 primary | GASC-1 inh | PP1 inh | core dimer inh | procasp7 counter | TPT1 inhibitor | Fh CTSL1 inh | procasp3 activ | Efflux pump inh
CN(C)C(CNC(=O)CCNC(=O)c1ccc(Cl)cc1)c1ccco1 (stereo unspecified) | -2.6 | 6 | -2 | 2 | 8 | 1 | -2 | 11 | 0.0
COc1cc([C@@H]2OC[C@@H]3[C@H]2CO[C@@H]3c2ccc3c(c2)OCO3)ccc1O | . | 10 | . | . | 6 | . | . | 1 | 0.2
CCOC(=O)c1[nH]c2ccc(OC)cc2c1NC(=S)N1CCN(c2ccccn2)CC1 | -1.0 | 9 | -1 | 0 | -3 | 0 | 2 | -5 | 0.0
COC(=O)c1c(C)[nH]c(C)c1C(=O)c1ccccc1Cc1ccccc1 | 1.6 | 4 | -6 | 2 | 0 | -1 | 0 | -3 | -0.1
Cn1c(=O)c(Oc2ccc(Cl)cc2)c(O)c2ccccc21 | 2.8 | -20 | -4 | -9 | 5 | 0 | 1 | -14 | -0.1
CCOC(=O)N1CCC(NS(=O)(=O)c2ccc3c(c2)C(C)(C)C(=O)N3C)CC1 | 1.8 | -1 | 1 | -4 | 8 | 0 | -2 | 4 | -0.1
O=C(Nc1ccc(OC(F)(F)C(F)F)c(NC(=O)c2cccc(F)c2)c1)c1cccc(F)c1 | 1.8 | 3 | 1 | -2 | 3 | -2 | 6 | -1 | 0.1
Cn1c(Cn2c(=O)sc3ccccc32)nnc1SCC(=O)NCc1ccccc1Cl | -2.5 | 2 | -3 | -7 | 3 | -3 | -1 | 5 | 0.1
COc1ccc(Br)cc1/C=N/NC(=O)c1cc(Br)ccc1O | 0.3 | 6 | 0 | 1 | 10 | -5 | -1 | -15 | 0.1
COc1ccccc1NCCC(=O)OCC(=O)Nc1cc([N+](=O)[O-])ccc1F | . | 1 | . | . | -5 | . | . | 0 | 0.1
CCCCn1c(N)c(N(CC(C)C)C(=O)CSCC(=O)Nc2ccc(C)cc2)c(=O)[nH]c1=O | -0.4 | 8 | -1 | . | 3 | . | . | 0 | 0.0
Cc1ccc(N2C(=O)CCC2(C#N)c2ccccc2)cc1 (stereo unspecified) | 3.5 | 9 | -4 | 0 | -6 | 1 | 0 | 3 | 0.1
Cc1cc(N)n(-c2ccc(C)c(C)c2)n1 | 2.2 | 1 | 1 | -4 | -22 | 0 | -5 | 2 | 0.1
COCCn1c(SC(C)C(=O)NCC2CCCO2)nc2scc(-c3ccc(F)cc3)c2c1=O (stereo unspecified) | -0.3 | -5 | 0 | 2 | 5 | 4 | 0 | -4 | 0.2
c1csc(C2Nc3cccc4cccc(c34)N2)c1 | 3.5 | -7 | 0 | -1 | -6 | -11 | 5 | -2 | -0.1
COc1ccc(C)cc1Nc1n[n+](-c2ccccc2)c(-c2ccc(SC)cc2)s1 | 4.0 | i | 6 | -15 | -2 | 1 | 2 | -10 | 0.0
CC(=O)Oc1ccc2c(c1)OC(c1ccccc1)CC21CC(C)(C)NC(=O)N1 (stereo unspecified) | 1.3 | 5 | 5 | -2 | -6 | -6 | -18 | 6 | 0.0
COCCCNC(=O)c1c[nH]c2ccc(S(=O)(=O)N3CCc4ccccc43)cc2c1=O | 0.8 | -5 | 5 | 2 | 10 | 0 | 6 | 8 | 0.1
O=C(Nc1nccs1)c1cccc(S(=O)(=O)N2CCOCC2)c1 | -6.5 | 10 | -2 | -25 | -5 | -2 | 3 | 6 | -0.1
CCn1c(/C=C/c2cc[n+](C)cc2)nc2ccccc21 | -1.6 | 3 | -2 | 11 | -8 | -15 | 2 | -11 | 0.1
COCCNC(=O)C(c1ccc(C)cc1)N(C(=O)CCC(=O)Nc1ccccn1)c1ccc(C)cc1 (stereo unspecified) | 0.9 | 8 | 2 | 3 | -7 | -2 | 0 | 2 | -0.1
CCN(CC)S(=O)(=O)c1ccc2oc(C(=O)O)c(C)c2c1 | 3.3 | 6 | 3 | -7 | -4 | -6 | -3 | 12 | -0.2
Cc1ccc(C)c(N2CCN(C(=O)C3CCN(c4nnc(N5CCCC5=O)s4)CC3)CC2)c1 | 2.0 | 12 | 4 | 18 | 10 | 2 | 3 | -4 | 0.1
CC(=O)N=c1c(C#N)cc2c(=O)n3cccc(C)c3nc2n1CCCOC(C)C | -0.5 | -6 | -6 | 6 | -2 | 0 | -1 | -11 | 0.3
CCCNC(=O)c1ccc(N2CCC3(CC2)CC(c2cccc(Br)c2)=NO3)c(NC(=O)c2cccc(OC)c2)c1 | 2.0 | 7 | 15 | -7 | 15 | 0 | 0 | 6 | .
